Alkaline phosphatase: inhibition of tissue-nonspecific alkaline phosphatase – biochemical, luminescent (AID 518). purified TNAP enzyme, luminescent substrate readout; higher % means a stronger effect. one-dose inhibition, % at 20 µM; IC50 in µM for titrated hits. 64,000 tested, 0.09% active; in the data active = a potency from the dose series; inactive = the rest, 99 in 100 with inhibition below about 22%;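 also: plate controls were vehicle for no effect and reference inhibitor for full effect; many of its hits are not listed in these tables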
HT1080 viability: cytotoxicity in HT1080 fibrosarcoma cells, cell-based, fluorescence readout (AID 620). HT1080 viability, fluorescence; higher % means a stronger effect. cytotoxicity, % at 10 µM; hits with a dose series show EC50 in µM. 87,000 tested, 0.42% active;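 also: cells exposed to compound overnight then 4 h with Alamar Blue; 0% = vehicle DMSO and 100% = killing control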
HPDE-C7 cytotoxicity: HPDE-C7 pancreatic duct cell viability loss – fluorescence, HTS (AID 430) | cytotoxicity, % at 10 µM, or EC50 in µM where a hit was titrated | 63,000 tested, 1.8% active | HPDE-C7 pancreatic duct cells viability, fluorescence; higher % means a stronger effect;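 also: cells exposed to compound for 48 hours before viability readout; 0% = vehicle and 100% = reference cytotoxic drug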
Bfl-1 inhibitors: Bfl-1 inhibitors, primary screen, biochemical, fluorescence polarization, FITC-Bid, mouse (AID 432). displacement, % at 20 µM; hits with a dose series show IC50 in µM. FITC-Bid BH3 peptide fluorescence polarization displacement; higher % means a stronger effect. 64,000 tested, 0.02% active; in the data active = a potency from the dose series; inactive = the rest, 99 in 100 with displacement below about 15%; also: strong numbers were not always called active
Spn PMK inh: S. pneumoniae PMK inhibition. inhibition, % at 10 µM. AID 539. 65,000 tested, 0.49% active. purified PMK, PK/LDH-coupled NADH absorbance 340 nm;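 active = top-ranked compounds by inhibition in the single 10 µM screen, taking a fixed number of the strongest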;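 also: 0% = full reaction with DMSO carrier and 100% = background rate without enzyme reaction; no value below 0 was filed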
LYP phosphatase: LYP phosphatase inhibitors, primary screen, biochemical, DiFMUP fluorescence, recombinant catalytic domain, 10 µM (AID 606); recombinant LYP catalytic domain, DiFMUP fluorescence; higher % means a stronger effect; one-dose inhibition, % at 10 µM; IC50 in µM for titrated hits; 52,000 tested, under 10 active;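 active = IC50 under 40 µM in the dose-response test; inactive = IC50 of 40 µM or more, or never dose-tested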
Spn MK inh: S. pneumoniae mevalonate kinase inhibition. purified MK, PK/LDH-coupled NADH absorbance 340 nm. inhibition, % at 10 µM. 65,000 tested, 0.48% active. AID 555;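 active = ranked among the strongest by inhibition in the single 10 µM screen, a fixed top-ranked set picked for dose follow-up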; also: no value below 0 was filed
KRASV12 cytotoxicity: cytotoxicity in KRAS-transformed pancreatic duct cells, primary screen, cell-based, fluorescence, HTS (AID 431). HPDE-C7K KRASV12 cells, Alamar Blue viability, 48 h; higher % means a stronger effect. cytotoxicity, % at 10 µM; hits with a dose series show EC50 in µM. 63,000 tested, 1.7% active;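 active = compounds whose percent cytotoxicity in the single-dose primary screen, scaled between solvent and toxic-drug controls, exceeds 50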;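 also: 0% = DMSO solvent wells and 100% = doxorubicin-treated wells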
DPM-DC inhibit: S. pneumoniae DPM-DC inhibition; purified DPM-DC, PK/LDH coupled NADH fluorescence; calls only at 10 µM; 65,000 tested, 0.49% active; AID 556;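 active = the 320 compounds with the highest percent inhibition in the single-dose primary screen, excluding strongly autofluorescent ones, cut at about 32% in these data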;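 also: kinetic rate of NADH fluorescence loss reporting ADP formed by the decarboxylase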
Spn PMK inh pilot replicates: further read-out of Spn PMK inh, marked with its call; inhibition, %; measured here: pilot screen replicates
Spn MK inh pilot replicates: second read-out of Spn MK inh, no call of its own (marks repeat the call); inhibition, %; measured here: pilot screen replicates
DPM-DC inhibit pilot screen %: second read-out of DPM-DC inhibit, no call of its own (marks repeat the call); inhibition, %; measured here: pilot screen trials
An asterisk follows results filed as active; i = inactive; / = not tested or not shown; + = active, no number. Rule as the data show it, unless noted: active = cytotoxicity above about 50%; inactive = the rest.

SMILES | Alkaline phosphatase | HT1080 viability | HPDE-C7 cytotoxicity | Bfl-1 inhibitors | Spn PMK inh | LYP phosphatase | Spn MK inh | KRASV12 cytotoxicity | DPM-DC inhibit | others
CCOC(=O)NC(=O)CSc1nc2ccc(OCC)cc2[nH]1 | -2.8% | -0.5% | 5.3% | 7.9% | 11.0 | -1.2% | 0.0 | 4.7% | i
COc1cccc(OC)c1/C(O)=C(\C#N)c1nc2ccccc2[nH]1 | -5.8% | 1.6% | 12.0% | -0.9% | 9.0 | 7.0% | 4.0 | 7.6% | i
Cc1nc(SCC(=O)c2c(C)[nH]c3ccccc23)c2c(=O)n(C)c(=O)n(CC(C)C)c2n1 | 8.9% | 2.8% | -10.1% | -3.5% | 0.0 | 17.4% | 2.0 | 3.8% | i
CCn1c(COc2ccccc2C)nnc1SCC(=O)NCc1ccccc1 | 10.3% | 14.7% | -9.4% | 7.4% | 21.0 | 11.3% | 11.0 | -32.9% | i
Cc1cc(C)n(S(=O)(=O)/C=C/c2ccccc2)n1 | 16.0% | 3.1% | 9.1µM* | 0.4% | 1.0 | -0.6% | 7.0 | 9.65µM* | i
Cc1noc(C)c1CSCC(=O)N1CCN(c2ccc(F)cc2)CC1 | 10.7% | -2.1% | 2.1% | 3.0% | 14.0 | 10.9% | 6.0 | -0.4% | i
CN1CCN(S(=O)(=O)c2cccc(C(=O)N(c3ccccn3)C3CCCCC3)c2)CC1 | 5.9% | -2.6% | -17.0% | -5.4% | 0.0 | 13.3% | 5.0 | 5.4% | i
C1CCC(c2nn3c(-c4n[nH]c5c4CCC5)nnc3s2)CC1 | -84.0% | 3.3% | 2.9% | -3.0% | 13.0 | 1.9% | 6.0 | 10.2% | i
COc1ccc(-n2c(SCC(=O)Nc3ccccc3)nc3c(c2=O)SCC3)cc1 | 2.3% | 8.8% | -10.0% | 7.4% | 4.0 | 13.2% | 0.0 | -7.2% | i
COc1ccc(NC(=O)CSc2nc3c(c(=O)n2-c2ccc(C)cc2)SCC3)c(OC)c1 | 8.0% | 3.2% | 7.6% | -6.0% | 0.0 | 10.2% | 4.0 | 9.6% | i
COc1ccc(CNC(=O)C(C)OC(=O)c2cccn2C)cc1 (configuration not stated) | 15.7% | 16.5% | 1.3% | 3.3% | 7.0 | 5.3% | 2.0 | 1.0% | i
CCCN(C(=O)c1ccccc1N)c1c(C)n(C)n(-c2ccccc2)c1=O | -5.4% | 3.2% | -0.2% | -4.0% | 29.0* | -9.8% | 2.0 | -4.1% | i
COc1ccc(-n2nc(C(=O)NCc3ccco3)c3c4ccccc4n(C)c3c2=O)cc1 | 5.7% | 3.6% | 9.7% | -0.8% | 8.0 | 8.8% | 0.0 | 14.7% | /
Cc1ccc2nc3c(cc(C#N)c(=N)n3CC3CCCO3)c(=O)n2c1 (configuration not stated) | 6.9% | 0.2% | -8.5% | -11.3% | 13.0 | 3.6% | 0.0 | 1.0% | i
O=C(O)c1ccc(Cl)c(S(=O)(=O)N2CCCCCC2)c1 | 10.2% | 3.0% | -8.3% | -3.6% | 14.0 | 7.1% | 0.0 | -5.3% | i
O=C(Cn1cnc2c(nnn2Cc2ccc(F)cc2)c1=O)N1CCCc2ccccc21 | / | -13.4% | / | / | 14.0 | 20.4% | 6.0 | / | i
CN1CCN(CCNC(=O)c2cc3c(=O)n(C)c4ccccc4c3n2C)CC1 | -4.5% | -3.9% | 7.3% | -4.2% | 14.0 | 4.3% | 3.0 | 2.1% | +
COc1cccc(N2CCN(c3ncnc4c3[nH]c3ccc(F)cc34)CC2C)c1 (configuration not stated) | 9.3% | 54.2%* | 114.3%* | 6.4% | 2.0 | / | 8.0 | 120.6%* | i | Spn PMK inh pilot replicates=0.0;Spn MK inh pilot replicates=0.0;DPM-DC inhibit pilot screen %=0.0
COc1ccc(S(=O)(=O)N2C3CCC2CC(NC(=O)C2CC2)C3)cc1 (configuration not stated) | 2.0% | -7.4% | -7.3% | -4.9% | 8.0 | / | 8.0 | -5.1% | i
O=C(Nc1ccc2c(c1)OCCO2)C1CCN(S(=O)(=O)c2cccs2)CC1 | 0.9% | / | -11.8% | -8.0% | 4.0 | -3.3% | 7.0 | -8.1% | i
Cc1ccc(C(=O)CSc2nnc(CNc3nc(-c4ccccc4)cs3)n2C)cc1 | 8.2% | -7.5% | -21.1% | -1.7% | 21.0 | -1.0% | 9.0 | 4.1% | i
CCn1c(C(C)NC(C)=O)nc2ccccc21 (configuration not stated) | 6.6% | / | -6.3% | 0.3% | 9.0 | -3.9% | 2.0 | -0.3% | i
O=C(Nc1ccc(OC(=O)c2ccncc2)cc1)c1ccncc1 | 12.5% | 0.0% | -6.7% | -0.2% | 4.0 | / | 0.0 | -7.4% | i
O=C(CSc1nnc(CNC(=O)c2cccs2)o1)NC1CCCCC1 | 0.2% | / | -2.7% | 1.1% | 14.0 | 14.3% | 0.0 | 1.4% | i
CCOCCc1nnc(NC(=O)Cc2ccccc2)s1 | 9.6% | 7.6% | 0.5% | 1.4% | 0.0 | 3.0% | 3.0 | -10.1% | i
More structures follow:
SMILES | Alkaline phosphatase | HT1080 viability | HPDE-C7 cytotoxicity | Bfl-1 inhibitors | Spn PMK inh | LYP phosphatase | Spn MK inh | KRASV12 cytotoxicity | DPM-DC inhibit | others
CCOC(=O)c1ccc(CNC(=O)C(Cc2c[nH]c3ccccc23)NC(C)=O)o1 (configuration not stated) | 7.2% | 1.7% | -35.1% | -2.1% | 0.0 | / | 9.0 | -23.6% | i | Spn PMK inh pilot replicates=2.0;Spn MK inh pilot replicates=0.0;DPM-DC inhibit pilot screen %=0.0
O=C(NCc1ccco1)C(c1ccc(F)cc1)N(Cc1cccnc1)C(=O)Cn1nnc2ccccc21 (configuration not stated) | 4.8% | -8.9% | -12.1% | -5.4% | 10.0 | 2.2% | 7.0 | -4.5% | i
Cc1ccc(-n2c(Cc3cccn3C)nnc2SCC(=O)NC2CCCCC2)cc1 | 7.4% | -9.1% | -3.5% | 3.5% | 9.0 | 11.3% | 7.0 | 9.6% | i
CC(=O)Cc1nsc(NC(=O)C2Cc3ccccc3C(=O)O2)n1 (configuration not stated) | 10.4% | -9.2% | -3.9% | -0.3% | 12.0 | -5.7% | 2.0 | 5.5% | i
COc1cc(NC(=O)c2ccc(Br)o2)ccc1NC(=O)C(C)C | 8.7% | -1.8% | -3.6% | 3.3% | 9.0 | 10.0% | 0.0 | -3.3% | i
COc1ccc(Cn2nnc3c(=O)[nH]c(C(=O)NCCc4ccc(F)cc4)nc32)cc1OC | 3.2% | -8.6% | 7.7% | 0.3% | 14.0 | / | 6.0 | -0.1% | i
CCOC(=O)CCC(NC(=O)c1ccc(NCN2C(=O)c3ccccc3C2=O)cc1)C(=O)OCC (configuration not stated) | 15.6% | 9.9% | -19.0% | -2.6% | 0.0 | 3.7% | 1.0 | -10.4% | i
C=CCN1C(=O)NC2(CCCCC2)C1=O | 13.2% | -4.3% | -10.9% | 0.2% | 0.0 | 9.1% | 2.0 | 1.1% | i
NS(=O)(=O)c1ccc(NC(=O)CSC2CCCCC2)cc1 | 4.8% | -3.2% | -4.6% | -7.8% | 12.0 | -0.9% | 1.0 | -3.7% | i
CC(=O)N(C(C)=O)c1c(C#N)c(C)n(-c2ccccc2)c1C(=O)c1ccccc1 | 6.0% | 1.5% | 1.1% | 7.3% | 10.0 | 5.9% | 3.0 | 0.7% | i | Spn PMK inh pilot replicates=0.0;Spn MK inh pilot replicates=0.0;DPM-DC inhibit pilot screen %=3.0
Cc1c(C(=O)NCCCN2CCOCC2)sc2nc(-c3ccccc3)cn12 | 4.2% | 1.6% | 5.6% | 4.0% | 16.0 | 3.4% | 0.0 | 10.4% | i
Cc1nnc(SCC(=O)c2cc(C)n(-c3ccc4c(c3)OCO4)c2C)s1 | 3.5% | 61.4%* | 5.2% | 2.0% | 18.0 | 10.6% | 1.0 | 12.2% | i
O=C(COCc1nc2ccccc2c(=O)[nH]1)NC1CCCC1 | 3.7% | 0.0% | -0.6% | 0.1% | 18.0 | / | 0.0 | -12.3% | i
CS(=O)(=O)N1CCC(C(=O)Nc2ccc(OCc3ccccc3)cc2)CC1 | 6.1% | 0.6% | -4.3% | -8.2% | 8.0 | -3.1% | 13.0 | -7.6% | i
O=C(O)c1cc(=O)c2c(OCC(O)COc3cccc4oc(C(=O)O)cc(=O)c34)cccc2o1 | 8.2% | / | 34.6% | 0.4% | 0.0 | / | 7.0 | -22.9% | i | Spn PMK inh pilot replicates=1.0;Spn MK inh pilot replicates=0.0;DPM-DC inhibit pilot screen %=0.0
Cc1ccc(CS(=O)(=O)CCC(=O)NCCCOC(C)C)cc1 | -1.2% | 6.3% | -6.7% | 3.4% | 20.0 | 1.5% | 0.0 | -5.2% | i
Cc1ccc2cc(CN(CCN3CCOCC3)C(=O)NCc3ccccc3)c(=O)[nH]c2c1C | 6.9% | -7.1% | 1.7% | 2.5% | 7.0 | / | 8.0 | -1.7% | i
COC(=O)CC(=O)CSc1nc2c(cc1C#N)CCC2 | 6.3% | 3.6% | 76.1%* | -3.4% | 0.0 | -7.7% | 2.0 | 40.3% | /
O=S1(=O)CC(N2CCCCC2)C(N2CCCCC2)C1 (configuration not stated) | 6.0% | 7.7% | 0.1% | -7.3% | 12.0 | -0.8% | 9.0 | -6.8% | i | Spn PMK inh pilot replicates=7.0;Spn MK inh pilot replicates=0.5;DPM-DC inhibit pilot screen %=3.0
COCCn1c(SCC(=O)Nc2ccc3c(c2)OCCO3)nc2c(c1=O)SC(C)C2 (configuration not stated) | 20.7% | -0.8% | -0.2% | 1.5% | 2.0 | / | 5.0 | 10.1% | i | Spn PMK inh pilot replicates=6.0;Spn MK inh pilot replicates=0.5;DPM-DC inhibit pilot screen %=0.0
COc1ccccc1C1/C(=C(/O)c2ccccc2)C(=O)C(=O)N1CCO (configuration not stated) | 4.2% | 6.1% | 2.6% | -4.2% | 15.0 | / | 14.0 | -1.3% | i
COc1cc(C(=O)Nc2cc(C)c(OCC(=O)N3CCOCC3)c(C)c2)cc(OC)c1OC | -1.9% | -2.5% | 4.8% | -4.8% | 0.0 | / | 7.0 | 12.1% | i

Structures listed so far with a cyano group, in the order listed:
SMILES | Alkaline phosphatase | HT1080 viability | HPDE-C7 cytotoxicity | Bfl-1 inhibitors | Spn PMK inh | LYP phosphatase | Spn MK inh | KRASV12 cytotoxicity | DPM-DC inhibit | others
COc1cccc(OC)c1/C(O)=C(\C#N)c1nc2ccccc2[nH]1 | -5.8% | 1.6% | 12.0% | -0.9% | 9.0 | 7.0% | 4.0 | 7.6% | i
Cc1ccc2nc3c(cc(C#N)c(=N)n3CC3CCCO3)c(=O)n2c1 (configuration not stated) | 6.9% | 0.2% | -8.5% | -11.3% | 13.0 | 3.6% | 0.0 | 1.0% | i
CC(=O)N(C(C)=O)c1c(C#N)c(C)n(-c2ccccc2)c1C(=O)c1ccccc1 | 6.0% | 1.5% | 1.1% | 7.3% | 10.0 | 5.9% | 3.0 | 0.7% | i | Spn PMK inh pilot replicates=0.0;Spn MK inh pilot replicates=0.0;DPM-DC inhibit pilot screen %=3.0
COC(=O)CC(=O)CSc1nc2c(cc1C#N)CCC2 | 6.3% | 3.6% | 76.1%* | -3.4% | 0.0 | -7.7% | 2.0 | 40.3% | /
